Screens deposited in PubChem BioAssay by National Center for Advancing Translational Sciences (NCATS).
Shiga toxin inh: A qHTS for Small Molecule Inhibitors of Shiga Toxin; Vero cells, Shiga toxin protein synthesis inhibition reporter; inhibition, % at 38.7 µM; 9.2% of 290,000 active; AID 2315, 2010; in the data active = inhibition mostly above about 28%, no sharp cut-off; inactive = mostly below about 43%; also: 0% is about no effect
HCV inh: qHTS Assay for Inhibitors of Hepatitis C Virus (HCV) | Huh7.5.1 HCVcc-Cre infection, luciferase reporter, 44 h | Potency, µM (series often up to 41.8 µM), without a hit: at the top dose activity change, negative = inhibition, actives largely listed as inhibitors | 3.4% of 340,000 active | AID 651820, 2012; also: potency is read from the fitted curve at half-maximal effect; % is scaled to controls: 0 for no effect and ±100 for the full control effect
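Reporter virus HCVcc-Cre (~0.5 moi) infects cells exposed to compound; seeding density 1,000 cells/well with 4 h settling beforehand. Luminescence, 15 sec read, taken 44 h post-infection following a 15 min RT substrate incubation.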
FBPA Giardia inh: qHTS Assay for Inhibitors of Fructose-1,6-bisphosphate Aldolase from Giardia Lamblia; A8B2U2; purified Giardia FBPA; Potency, µM (titrated, usually from 59.6 µM), for inactives: at the highest dose activity, negative = inhibition, hits mostly inhibitors; 0.71% of 290,000 active; also: potency is read from the fitted curve at half-maximal effect; % is scaled to controls: 0 for no effect and ±100 for the full control effect; nearly all actives have a fitted effect of over 55% in size
Target sequence (A8B2U2 whole entry, looked up): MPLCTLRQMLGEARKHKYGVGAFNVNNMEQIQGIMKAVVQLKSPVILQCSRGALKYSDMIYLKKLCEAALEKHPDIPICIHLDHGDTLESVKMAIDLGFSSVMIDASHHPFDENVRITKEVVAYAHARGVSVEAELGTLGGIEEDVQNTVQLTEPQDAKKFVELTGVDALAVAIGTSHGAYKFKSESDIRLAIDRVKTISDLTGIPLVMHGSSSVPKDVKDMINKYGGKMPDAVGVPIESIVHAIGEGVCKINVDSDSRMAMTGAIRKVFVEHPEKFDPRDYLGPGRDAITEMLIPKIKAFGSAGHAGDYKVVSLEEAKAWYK
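Giardia FBPA (40 nM reagent) was preincubated 10 min at RT with compound (up to 57.5 uM final), then substrate plus GAPDH/TPI/NAD/arsenate coupling system with diaphorase/resazurin was added; resorufin fluorescence (525/598 nm) was read after 20 min.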
Cycloheximide cs: Cycloheximide Counterscreen for Small Molecule Inhibitors of Shiga Toxin | cell reporter, cycloheximide protein synthesis inhibition counterscreen | max response, % | AID 2314, 2010 | 12% of 300,000 active; in the data active = max response mostly above about 13%, no sharp cut-off; inactive = mostly below about 14%; also: read at 38.3 µM for the half of the compounds with a filed dose; 0% is about no effect
Pf growth 96h: Primary qHTS for delayed death inhibitors of the malarial parasite plastid, 96 hour incubation. 6.9% of 320,000 active. P. falciparum luciferase reporter growth, 96 h. AID 504834, 2011. Potency, µM (titrated, usually from 28.7 µM), for the others: at the top dose activity change, negative = inhibition, usual class: inhibitors; also: potency is read from the fitted curve at half-maximal effect; % is scaled to controls: 0 for no effect and ±100 for the full control effect
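Compounds incubated with erythrocytes infected by luciferase-expressing P. falciparum (2% hematocrit, 0.05% parasitemia final) for 96 hours, 37 C in 5% CO2. Growth inhibition scored as decreased luciferase luminescence.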
Pf growth 48h: Primary qHTS for delayed death inhibitors of the malarial parasite plastid, 48 hour incubation | P. falciparum luciferase growth in erythrocytes, 48 h | Potency, µM (titrated, usually from 28.7 µM), for the others: at the top dose activity change, negative = inhibition, most hits filed as inhibitors | 5.9% of 310,000 active | AID 504832, 2011; also: potency is read from the fitted curve at half-maximal effect; % is scaled to controls: 0 for no effect and ±100 for the full control effect
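Luciferase-expressing P. falciparum in infected erythrocytes (2% hematocrit, 0.1% parasitemia final) in RPMI 1640/0.5% Albumax were exposed to compound for 48 hours at 37 C, 5% CO2; growth read as luminescence.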
Starred values were filed as active, the others as inactive; u = inconclusive; x = not tested or not shown; [ ] = remark or other dose. Unless noted, calls follow the shape of the dose curve; as a rule, active = well fitted curve in the direction sought with a large enough effect; inconclusive = small, poorly fitted or top-dose-only effect, or another doubt; inactive = no such curve, though single readings can be large; an effect the other way counts as inactive or inconclusive.

structure	HCV inh	FBPA Giardia inh	Pf growth 96h	Cycloheximide cs	Pf growth 48h	Shiga toxin inh
O=C1N/C(=C/c2ccsc2)C(=O)N1c1ccccc1	8%	2%	u	26*	79%[activator]	47*
Cc1cc(C(=O)COC(=O)C2CC2)c(C)n1-c1ccc(F)cc1	-2%	-19%	39%[activator]	13	143%[activator]	53*
CCOC(=O)c1cccc(C2=CC(=O)CC(C)(C)C2)c1	u	x	u	x	-15%	x
Clc1cccc(N2CCNCC2)c1Cl	-12%	-15%	-14%	-4	-7%	2
Cc1ccc(C)c(NC(=O)CCN2CCCCC2)c1	-2%	12%	30%	0	-19%	x
CC1(C)O[C@@H]2C[C@H]3[C@@H]4CCC5=CC(=O)C=C[C@]5(C)[C@@]4(F)[C@@H](O)C[C@]3(C)[C@]2(C(=O)CO)O1	-6%[8.37 µM]	-3%	u	5	u	9
CCOC(=O)C(O)(CC(=O)c1ccc(OC)cc1)C(F)(F)F (configuration not stated)	-6%	2%	-4%	8	27%	-3
CCNc1nc(-c2cc3ccccc3o2)cs1	-8%	0%	425%[activator]	58*	278%[activator]	84*
Clc1cc2nc(-c3cccnc3Cl)[nH]c2cc1Cl	3%	-12%	146%[activator]	29*	96%[activator]	105*
Cc1ccc(NC(=O)CSc2nnc(-c3ccoc3C)n2CCCN(C)C)cc1Cl	-7%	6%	-1%	-7	-27%	-10
O=C(O)c1ccc(/C=N/NC(=O)C2CC2(c2ccccc2)c2ccccc2)cc1 (configuration not stated)	x	10%	u	10	u	32
COC(=O)c1cn(NC(=O)c2ccncc2)c(=O)c2ccccc12	16%	5%	5.9µM*	-3	11%	41
Clc1cccc(Cl)c1CSc1nnc2ccccn12	11%	1%	-28%	1	33%[activator]	22
CCC(=O)NC(=S)Nc1ccc(NC(=O)c2ccc([N+](=O)[O-])cc2)cc1	u	1%	8%	-4	0%	18
O=C(Nc1cccnc1Cl)c1cc2c(s1)-c1ccccc1OC2	u	-2%	u	26	44%[activator]	27*
Cc1nnc(NC(=O)CSc2nnc(CC(=O)Nc3ccccc3F)n2C)s1	4%	u	28%	-3	13%	-7
COc1ccc(OC)c(C2SCCN2S(=O)(=O)c2cccc(C(F)(F)F)c2)c1 (configuration not stated)	u	-1%	u	-3	u	-7
Cn1nnc(NCc2cc(Br)ccc2OCc2cccs2)n1	u	-1%	x	-2	u	4
CSc1nnc(C)c(=O)n1COC(=O)c1cc(Cl)ccc1[N+](=O)[O-]	-3%	5%	0%	3	5%	-2
COC(=O)/C=C1\C(=O)N(c2nc3ccccc3s2)C(=S)N1c1ccc(F)cc1	u	5%	16%	1	x	-3
CC(=O)c1ccc(Cl)c(Cl)c1Cl	13%	x	47%[activator]	x	42%[activator]	x
O=C(COc1ccccc1[N+](=O)[O-])Nc1ccc2oc(=O)ccc2c1	12%	x	3%	-2	24%	-29
CCOC(C[n+]1c(-c2ccccc2)cc(C)cc1-c1ccccc1)OCC	-59%	x	1.5µM*	x	1.5µM*	x
CCCCSc1cnn(-c2ccccc2)c(=O)c1SCCCC	u	2%	12µM*	-3	12µM*	-1
COc1cccc(-n2nnc3c(=O)n(CC(=O)N4CCC(C)CC4)cnc32)c1	6%	1%	x	-3	9%	2
CCN(CC)C(=O)CSc1nc(C)cc(-c2cccs2)c1C#N	u	-1%	5%	1	32%[activator]	15
CC(=O)c1cc(F)c(N2CCN(C(=O)COc3ccccc3F)CC2)cc1C	u	2%	467%[activator]	-2	15µM*	16
CCC(C)[C@H](NC(=O)Nc1ccc2c(c1)OCCO2)C(=O)O (some centres not stated)	-11%	-11%	30%[activator]	-2	-1%	-31
Cc1ccc2c(c1C)NC(=O)CC(c1ccccc1O)=N2	3%	4%	u	10	-13%	3
Cc1ccc(OCC(=O)Nc2ccc(N3CCN(S(C)(=O)=O)CC3)cc2)cc1C	15%	7%	-29%	-3	0%	-5
CCCCc1cc(=O)oc2cc(C)c(CN3CCCC3)c(O)c12	u	-20%	105%[activator]	-2	4.1µM*	17
Cc1ccc(-n2nc3c(c2NC(=O)c2ccc4c(c2)OCO4)CS(=O)(=O)C3)c(C)c1	20%	16%	12µM*	-4	-2%	-9
CCCCNC(=O)C(C#N)c1nc2ccccc2nc1N1CCCC1 (configuration not stated)	0%	-4%	u	-3	12%	-9
FC(F)(F)c1cccc(Cc2noc(CN3C[C@@H]4CCC[C@H]3C4)n2)c1	3%	1%	u	-3	u	3
CCCCCCCC(=O)NNC(=O)c1c(O)c2ccccc2n(CCC)c1=O	u	11%	-17%	-3	12%	3
O=C(N/N=C/c1ccc(N2CCCCC2)o1)c1ccccc1	-6%	-28%	u	37*	u	75*
CC(OC(=O)C1CC(=O)N(Cc2ccco2)C1)C(=O)Nc1ccc(F)cc1Cl (configuration not stated)	22%	x	u	x	12%	x
O=C(CN1CCN(c2nc(-c3ccccc3)cs2)CC1)Nc1ccc2c(c1)OCO2	u	0%	x	-1	-3%	23
O=C(COC(=O)c1ccc(N2CCCC2=O)cc1)c1ccccc1	2%	-5%	223%[activator]	31*	195%[activator]	83*
CCn1nnnc1NC(=O)c1ccc2ccccc2c1	7%	5%	3%	5	37%[activator]	-3
COc1cc(-c2nc3ccc4ccccc4c3c3c2CCC3)ccc1O	u	3%	59%[activator]	6	-20%	-4
COc1ccc(Oc2nc(-c3ccccc3)ncc2S(=O)(=O)c2ccccc2)cc1	u	1%	u	-2	15µM*	-3
CCCC1C(=O)N(Cc2ccccc2)C(=O)CC1C (configuration not stated)	6%	2%	33%[activator]	-1	u	32
CCOC(=O)N1CCC(NCCNC(=O)c2cccs2)CC1	27%	-9%	-28%	-2	-3%	-3
Cc1ccc(CN(CC(=O)N/N=C/c2ccco2)S(=O)(=O)c2ccc(C)cc2)cc1	-9%	-8%	-12%	-4	x	-3
Cc1cc(NC(=O)c2ccccc2F)ncc1NC(=O)c1cccs1	-18%	-10%	1%	21*	34%[activator]	54
CC(=O)Nc1ccc(Oc2ccc(NC(C)=O)c(NC(C)=O)c2)cc1	20%	u	0%	1	17%	-9
CCCn1nc(CC(=O)O)c2ccccc2c1=O	12%	-1%	-2%	-1	79%[activator]	-9
CC1OC2C(OC1C)N(S(C)(=O)=O)CCN2S(C)(=O)=O (configuration not stated)	6%	-3%	27%	1	23%	-11
COc1cccc(NC(=O)NCc2ccccn2)c1	-1%	-11%	2.1µM*	17*	23%	30*
CCCCOC(=O)c1ccc(NC(=S)NC(=O)c2c(Br)c(C)nn2C)cc1	u	u	u	3	-23%	-12
COc1ccc(NC(=O)CSCC(=O)NCc2ccco2)cc1	12%	x	21%	x	-17%	x
COc1ccc(C(=O)OCC(=O)NC(=O)NC(C)C)cc1OC	-19%	3%	1%	-8	u	-12
CCOc1ccc(N(CC(=O)NCc2ccco2)S(=O)(=O)c2ccc(OC)c(OC)c2)cc1	u	3%	24%	4	12µM*	14
CCC(=O)N(C)CCc1cc2c(c(OC)c1/C=N/NC(=O)c1ccc(Br)cc1)OCO2	1%	-23%	40%[activator]	-1	16%	-10
COc1ccc2cc3cc(C(=O)NCCN4CCc5ccccc5C4)sc3nc2c1	11%	16µM*	2.6µM*	21*	u	47*
O=C(NC(C(=O)N/N=C/c1ccccn1)c1n[nH]c(=O)c2ccccc12)c1ccccc1 (configuration not stated)	7%	u	u	-2	1%	23
O=C(c1ccc(NS(=O)(=O)c2ccc(Cl)cc2)cc1)N1CCOCC1	15%	-5%	u	-4	11%	-7
O=[N+]([O-])/C(Cl)=C1\NCCN1Cc1ccc(Cl)nc1	1%	-5%	40%[activator]	2	32%[activator]	8
CC(=O)Nc1cccc(C(=O)Nc2nc(C)cs2)c1	-3%	0%	57%	27*	u	43

(further entries)
structure	HCV inh	FBPA Giardia inh	Pf growth 96h	Cycloheximide cs	Pf growth 48h	Shiga toxin inh
COc1cccc(OC)c1C1=Nn2c(nnc2-c2ccccc2O)SC1	x	0%	x	3	x	-1
COc1ccc(NC(=O)CCC(=O)Nc2nnc(C(C)C)s2)cc1Cl	5%	-7%	-5%	-3	15%	-7
COc1ccccc1NC(=O)C1CCN(C(=O)c2ccc(C(C)(C)C)cc2)CC1	-19%	-2%	25%	-1	-1%	18
Cc1ccc(CN2CC(C(=O)N3CCN(S(=O)(=O)c4ccc(C)cc4C)CC3)CC2=O)cc1 (configuration not stated)	u	x	u	x	u	x
C/C(=N/NC(=O)c1cccs1)c1cccc(N)c1	-17%	-11%	u	43*	45%[activator]	88*
NC(=O)c1c(NC(=O)Cc2ccccc2)sc2c1CCN(Cc1ccccc1)C2	-26%	13µM*	u	-4	u	-4
CCCC(=O)NC(=S)Nc1ccccc1N1CCOCC1	-4%	1%	10µM*	0	-24%	9
O=C(/C=C/c1ccccc1Cl)NC1CCS(=O)(=O)C1 (configuration not stated)	-8%	-1%	5%	-2	14%	3
O=C(Cn1nnc2c(sc3nc4c(c(-c5ccccc5)c32)CCC4)c1=O)c1ccccc1	9%	8%	26%	1	20%	15
CCN(CC(=O)Nc1c(F)cccc1F)C(=O)C1CCN(C(=O)c2ccc(Cl)cc2)CC1	0%	x	23%	x	-5%	x
Cc1cc(Cl)ccc1OCC(=O)NNC(=O)C1CSC2(C)CCC(=O)N12 (configuration not stated)	0%	x	8%	x	u	x
CC(CC(C)C(=O)Nc1ccccc1C(C)(C)C)C(=O)O (configuration not stated)	16%	0%	8%	-3	-9%	-3
Cc1ccnc(N2C(=O)C3C4CC(C(Br)C4Br)C3C2=O)c1 (configuration not stated)	4%	1%	9.3µM*	-1	20%	-9
COc1cc2c3c(c1OC)C1(C=CC(=O)C=C1)CC3N(C(=O)c1ccccc1)CC2 (configuration not stated)	x	-1%	u	-1	u	9
O=c1[nH]c(=O)n(-c2cccc3ccccc23)c(O)c1C=NCCCn1ccnc1	6%	4%	u	-2	x	-20
COc1ccc(C2C(C(=O)O)CC(=O)N2c2ccc(OC)cc2)cc1 (configuration not stated)	-16%	-7%	u	-1	4%	1
CN(C(=O)COc1ccc(Cl)cc1)c1nnc(C23CC4CC(CC(C4)C2)C3)s1	x	5%	54%[activator]	-2	16%	-4
COC(=O)c1c(NC(=O)c2c(C)noc2C)sc2c1CCCCCC2	13%	0%	0%	0	7%	23
CCN(CC)c1ccc(/C=N/NC(=O)c2ccc3c(c2)OCCO3)cc1	u	-1%	5%	58*	u	115*
Cc1cccc2c1NC(C)CC2C (configuration not stated)	-12%	0%	u	-2	u	16

Arranged by formula weight (low to high): some entries from above
structure	HCV inh	FBPA Giardia inh	Pf growth 96h	Cycloheximide cs	Pf growth 48h	Shiga toxin inh
COc1cccc(OC)c1C1=Nn2c(nnc2-c2ccccc2O)SC1	x	0%	x	3	x	-1
Cc1cc(Cl)ccc1OCC(=O)NNC(=O)C1CSC2(C)CCC(=O)N12 (configuration not stated)	0%	x	8%	x	u	x
COc1cc2c3c(c1OC)C1(C=CC(=O)C=C1)CC3N(C(=O)c1ccccc1)CC2 (configuration not stated)	x	-1%	u	-1	u	9
NC(=O)c1c(NC(=O)Cc2ccccc2)sc2c1CCN(Cc1ccccc1)C2	-26%	13µM*	u	-4	u	-4
